RORA act: RORA (human) activation | CHO-K1 Gal4-RORA LBD luciferase reporter, luminescence; percent increase over mock-subtracted basal signal | P35398 | AID 560 | activation, % at 10 µM | 65,000 compounds, 1.5% hits;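 active = activation above the mean of all tested compounds plus 3 SD, cut at about 49% in these data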;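 note: 0% = DMSO-treated RORA cells and 100% = added signal equal to DMSO minus mock-transfected cells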
M1 antagonist: M1 muscarinic receptor (rat) antagonism. P08482. AID 628. CHO-M1 cells, Fluo-4 calcium, ACh EC80 antagonist mode; active compounds read low. B-score at 10 µM. 64,000 compounds, 3.4% hits;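 active = calcium fluorescence response, raw or row-and-column corrected B-score, differing from the plate sample mean either way at a set confidence level, mostly lower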
Autofluor 339: intrinsic fluorescence of library compounds, ex339/em460 – biochemical, MLSMR library, data from DPM-DC assay, artefact control, profiling panel | compound autofluorescence, ex339/em460 nm, NADH buffer; active compounds read high; 1 = no-compound wells, NADH background | fluorescence fold increase at 10 µM | 65,000 compounds, 5.5% hits;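 active = at 10 µM, mean starting fluorescence two-fold or more over control wells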;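 note: signal is the first read of a kinetic run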
NADH enzymes: blocks coupling enzymes of NAD/NADH assays. coupled PK/LDH NADH assays, four targets. IC50, µM (highest dose often 10 µM), for the others: top-dose inhibition. 65,000 compounds, 0.02% hits. AID 774;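 active = single-dose screening hits from any of four coupled enzyme assays that gave an IC50 when retested across doses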;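 note: the DPM-DC format reads NADH fluorescence rather than 340 nm absorbance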
M1 ag: activates the M1 muscarinic receptor | B-score at 10 µM | CHO-M1 cells, Fluo-4 calcium fluorescence, agonist mode; active compounds read high | 64,000 compounds, 3% hits;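 active = fluorescence rise, raw or as B-score row- and column-corrected plate score, outside the 99.7% band of its plate's samples, either direction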
SF1 activator: activators of human nuclear receptor SF-1. Q13285. CHO-K1 Gal4-SF-1 LBD luciferase reporter; % increase over DMSO SF-1-specific signal. activation, % at 10 µM. 65,000 compounds, 1.9% hits;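 active = activation above the mean activation of all tested compounds plus 3 SD, cut at about 50% in these data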
Target sequence (Q13285 whole entry, looked up, the tested form may be a part): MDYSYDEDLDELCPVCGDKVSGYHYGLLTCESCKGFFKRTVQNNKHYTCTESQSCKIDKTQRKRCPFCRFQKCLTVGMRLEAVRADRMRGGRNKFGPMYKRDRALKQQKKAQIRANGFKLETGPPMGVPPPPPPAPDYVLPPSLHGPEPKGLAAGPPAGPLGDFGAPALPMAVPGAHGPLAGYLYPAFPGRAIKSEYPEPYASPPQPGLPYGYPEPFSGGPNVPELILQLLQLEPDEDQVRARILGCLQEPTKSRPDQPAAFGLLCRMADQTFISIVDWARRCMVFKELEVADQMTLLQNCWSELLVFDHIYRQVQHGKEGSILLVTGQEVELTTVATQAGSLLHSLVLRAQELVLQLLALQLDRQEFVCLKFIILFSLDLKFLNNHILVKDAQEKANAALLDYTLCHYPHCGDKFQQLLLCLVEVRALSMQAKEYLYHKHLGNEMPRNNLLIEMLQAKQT
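Test system: CHO-K1 cells co-transfected with Gal4 DBD–human SF-1 LBD, 5xGal4 luciferase reporter. Quantity: 4,000 cells per well. Compound: 10 µM only. Incubation: compound added 1 h post-seeding, 20 h exposure at 37 °C, 5% CO2. Detection: SteadyLite luciferase luminescence. Replication: one test per compound.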
TNAP act DEA: human TNAP activation, intermediate phosphate acceptor; 64,000 tested, under 10 active; P05186; AID 813; activation factor at 20 µM; purified TNAP, CDP-star luminescence, 100 mM DEA, 30 min; active compounds read high; scale: 0 levamisole-inhibited, 1 vehicle-only enzyme;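 active = activation factor of at least 2 at 20 µM, relative to controls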
Target sequence (P05186 whole entry, looked up): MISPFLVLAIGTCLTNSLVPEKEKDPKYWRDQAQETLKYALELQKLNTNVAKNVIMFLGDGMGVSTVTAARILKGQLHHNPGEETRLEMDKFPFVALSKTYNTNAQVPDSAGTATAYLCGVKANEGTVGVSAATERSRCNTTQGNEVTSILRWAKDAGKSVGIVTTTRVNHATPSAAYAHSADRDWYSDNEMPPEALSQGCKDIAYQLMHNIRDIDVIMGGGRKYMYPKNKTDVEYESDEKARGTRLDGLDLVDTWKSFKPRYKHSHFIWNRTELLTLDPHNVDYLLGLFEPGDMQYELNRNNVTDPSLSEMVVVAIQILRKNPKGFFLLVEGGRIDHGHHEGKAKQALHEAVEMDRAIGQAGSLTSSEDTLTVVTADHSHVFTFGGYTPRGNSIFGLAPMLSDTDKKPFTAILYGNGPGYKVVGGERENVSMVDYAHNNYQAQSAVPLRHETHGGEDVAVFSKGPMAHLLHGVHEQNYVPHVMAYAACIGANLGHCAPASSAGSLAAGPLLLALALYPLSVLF
E coli RNAP: blocks E. coli RNA polymerase transcription; inhibition, %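 (tested at 10 µM)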; AID 559; fluorescence transcription assay; 62,000 compounds, 0.2% hits; in the data active = inhibition above about 20%;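 note: 0% = enzyme without compound and 100% = no enzyme blank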
tolC growth inh: blocks growth of E. coli BW25113 tolC mutant | OD615 | AID 573 | 65,000 compounds, 2.2% hits | growth inhibition, % at 10 µM (by protocol);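 active = growth inhibition at or above a cutoff equal to the mean over every tested compound plus 3 SD, cut at about 60% in these data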;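 note: growth measured after 20 h incubation at 37 °C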
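Assay system: tolC-deleted E. coli BW25113. Medium: kanamycin-containing LB broth (50 µg/mL). Dosing: 10 µM final, single dose. Timing: bacterial growth with compound for 20 h at 37 °C. Detection: A615 absorbance measurement. Read-out basis: growth inhibition in percent.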
An asterisk follows results filed as active; nt = no result given; [ ] = dose if it differs, or a comment.

SMILES	RORA act	M1 antagonist	Autofluor 339	NADH enzymes	M1 ag	SF1 activator	TNAP act DEA	E coli RNAP	tolC growth inh
CN(C)C(=O)CN(C)S(=O)(=O)c1ccc(Cl)cc1	7.1	-0.0181	1.02	5.0%	0.417	3.1	0.8	7.7	-10.2
CCOC(=O)CNC(=O)Cn1cnc2c(nnn2-c2cccc(Cl)c2)c1=O	-20.0	-0.136	1.04	5.0%	0.344	-3.5	1	1.5	3.1
O=C(CN(Cc1ccc(F)cc1)C(=O)CCC(=O)Nc1ccccn1)NCc1ccco1	6.1	0.856	1.1	5.0%	1.25	-15.0	0.9	3.1	-13.3
COc1cc(/C=C(/C#N)c2ccc(F)cc2)ccc1OCc1ccc(C(=O)O)o1	-12.3	0.0215	1.1	17.0%	0.495	0.7	1	-5.9	100.0*
CC(O)c1ccc2c(c1)OCCOCCN(C)CCOCCO2 (stereo not drawn)	-5.7	0.124	1.09	8.0%	-0.17	-4.3	0.9	4.1	-21.0
CCCCN(CC)CCNC(=O)c1cc2c(=O)n(C)c3ccccc3c2n1C	14.8	-4.25*	2.06*	9.0%[fluoresces]	-0.0484	14.8	1	-2.5	12.7
O=C(NO)c1ccc(OC(F)F)cc1	-2.5	0.344	1.02	6.0%	0.0171	-14.7	0.9	10.2	-18.6
CCN(CC)C(=O)Cc1cc(C(=O)O)c2ccccc2n1	-18.4	-0.164	1.12	1.0%	-0.914	-6.6	0.9	10.9	-7.2
CCOC(=O)CCCCC(=O)c1[nH]c(=O)[nH]c1CSc1nc(C)cc(=O)[nH]1	-4.7	-0.559	1.17	4.0%	0.319	15.0	0.9	6.8	-15.2
COc1ccc(/C(O)=C2/C(=O)C(=O)N(CCCN(C)C)C2c2cccc(Cl)c2)cc1OC (stereo not drawn)	-8.5	-0.287	1.03	7.0%	-0.663	15.8	0.9	12.1	4.9
COc1ccc(-c2nc(CS(=O)(=O)CC(=O)Nc3ccc(Cl)cc3)c(C)o2)cc1	7.5	-0.00145	1.1	1.0%	-0.0105	-1.0	0.9	10.8	-7.2
CCOc1ccc(-n2c(Cc3cc(=O)[nH]c(=O)[nH]3)nnc2SC(C)C)cc1	6.8	0.432	1.05	10.0%	-0.265	15.5	0.9	7.0	-2.2
Cn1c(=O)[nH]c(=O)c2c1nc(Br)n2CC(O)c1ccccc1 (stereo not drawn)	-4.0	1.05	1.1	5.0%	0.0346	-4.6	1	9.9	-13.2
COc1ccc(/C(O)=C2/C(=O)C(=O)N(CCN(C)C)C2c2ccc(OC)c(OC)c2)c(C)c1 (stereo not drawn)	8.9	0.142	0.97	9.0%	-0.394	8.9	0.9	-1.7	-9.4
CCOC(=O)c1ccc(NC(=O)c2ccc(CN3CCOCC3)cc2)cc1	-6.2	-7.29*	1.09	0.0%	1.57	5.2	0.9	-1.0	-14.2
Cc1n[nH]c(=O)nc1N1CCN(c2ccccc2)CC1	-6.8	0.057	1.05	3.0%	0.518	11.1	1	10.4	-6.1
Cc1ccc(-c2nnn(CC(=O)N(c3ccccc3)C(C(=O)NC3CCCC3)c3ccco3)n2)o1 (stereo not drawn)	4.7	-0.034	1.06	6.0%	-1.19	-22.2	0.9	2.7	-16.7
COc1cccc(-c2nnc(SCC(=O)Nc3ccc4c(c3)OCCO4)n2Cc2ccco2)c1	-15.3	-0.121	1.13	0.0%	5.82*	-11.2	1	nt	32.9
CCOc1ccccc1C(=O)Nc1ccc(-c2nnc(-c3ccc(C)cc3)o2)cc1	-10.9	-0.781	1.9	8.0%	-0.485	3.2	0.9	3.5	-16.9
Cc1cccc(NC(=O)c2cc(NC(=O)C3CCCCC3C(=O)O)ccc2N2CCCCC2)c1 (stereo not drawn)	2.6	0.201	1.13	3.0%	0.0436	24.5	0.9	9.5	76.5*
CCOc1ccc(/C=c2\sc3nc(-c4ccco4)nn3c2=O)cc1OCC	-21.4	0.156	1.05	5.0%	105*	-3.2	1	1.1	8.7
COc1ccc(C(=O)N2CCN(c3ccc(C)cc3)CC2)cc1OC	-13.4	0.393	1.09	0.0%	0.874	-4.9	1	3.6	5.0
Cc1ccc(C(C(=O)NC2CCCC2)N(Cc2ccc(F)cc2)C(=O)c2csnn2)o1 (stereo not drawn)	19.1	-0.94	1.06	2.0%	0.421	29.9	0.9	8.2	12.0
OCC#CCSc1nnc(-c2ccc(Br)cc2)o1	-9.7	-0.866	1.13	7.0%	-2.08	21.1	1	39.7*	-0.2
CCN(c1cccc(C(F)(F)F)c1)S(=O)(=O)c1ccc2c(c1)CCN2C(=O)C1CC1	-4.6	-0.685	1.06	11.0%	-0.768	-10.7	0.9	6.0	69.3*
CC(C)n1c(N2CCN(CC(=O)NCc3cccs3)CC2)nc2ccccc21	-23.8	0.00988	1.12	0.0%	1.52	-9.2	0.9	9.5	5.3
COc1cccc(-n2ccnc2SCC(=O)Nc2ccccc2)c1	-14.5	0.0661	1.12	2.0%	-0.138	-1.5	0.9	-7.5	0.0
COc1cc(OC)c(OC)cc1CNCCNC(=O)c1nonc1N	8.3	0.00859	0.88	12.0%	0.0879	0.1	0.8	nt	-8.9
CCCc1cc(=O)[nH]c(Nc2cc(OC)ccc2OC)n1	14.9	-0.0418	1	6.0%	0.502	5.2	0.9	4.9	20.3
CCOC(=O)c1oc2ccc(S(=O)(=O)Nc3ccc4c(c3)n(C)c(=O)n4C)cc2c1C	-29.9	-1.57	1.11	7.0%	5.3*	-57.2	1	2.3	40.7
O=C(COC(=O)c1ccccn1)Nc1c(Cl)cccc1Cl	-23.8	1.26	1.07	3.0%	-0.378	-10.4	1	0.4	-15.4
C/C(Cl)=C\Cn1c(Nc2cccc(C)c2)nc2c1c(=O)n(C)c(=O)n2C	9.1	0.503	1.14	8.0%	0.177	23.3	0.8	15.1	7.9
CC(C)OC(=O)CCCCCN1C(=O)CSC1=S	-4.8	-0.285	0.98	5.0%	1.04	0.3	1	-2.8	6.6
COc1cc(C(=O)NC2=NCCS2)ccc1OCc1c(C)noc1C	-5.3	-1.04	1.2	6.0%	0.388	-2.5	0.9	4.8	-9.4
O=c1c2c([nH]c3ccc(Br)cc13)CCCC2	9.3	0.0374	1.16	4.0%	-0.923	-9.0	1	6.4	2.7
O=C(Nc1ccccc1)c1cccc(N2C(=O)CCC2=O)c1	13.6	0.685	1.11	1.0%	0.0869	-11.8	1	9.8	-7.0
Cc1ccc(S(=O)(=O)Cn2nnnc2CN2CCN(C(=O)c3ccco3)CC2)cc1	5.4	0.231	1	4.0%	0.0534	0.1	0.9	10.1	-18.6
OCc1csc(=Nc2ccccc2)n1-c1ccccc1	46.3	1.47	1.01	4.0%	-0.188	-3.2	0.9	-2.1	-6.0
CCCCCCS(=O)Cc1ccccc1 (stereo not drawn)	18.7	0.0852	1.02	0.0%	0.391	16.8	1	nt	-9.5
CC1CN(S(=O)(=O)c2ccccc2)CC(C)O1 (stereo not drawn)	-2.8	-0.3	1.12	6.0%	-1.09	-6.3	0.8	2.3	-5.9
COc1cccc(NC(=O)N2CCCC2C(=O)NC(C)C)c1 (stereo not drawn)	-2.4	0.0184	1.03	4.0%	-0.45	-6.0	0.8	7.1	-23.8
CCOC(=O)c1c(C)n(C)c2ccc(OC)c(NC(=O)c3cccs3)c12	-14.3	0.625	1.12	0.0%	1.17	3.8	0.9	10.8	19.7
CCCS(=O)(=O)NCCc1cc2cc(C)c(C)cc2[nH]c1=O	39.4	0.625	1.32	5.0%	0.308	10.4	0.9	9.8	-10.7
O=C1CC(c2cccnc2)c2cc3c(cc2N1)OCCO3 (stereo not drawn)	13.6	0.0503	1.07	3.0%	-0.721	1.5	0.9	-1.2	-6.7
CCNC(=O)COc1ccc2ccccc2c1	12.7	0.0785	1.02	4.0%	-1.54	3.3	0.9	10.6	-10.8
CCCOc1ccc(NC2=CC(=O)CC(C)(C)C2)cc1	nt	-0.744	0.84	5.0%	-0.379	nt	0.8	6.5	15.3
O=C(CN(c1ccc2c(c1)OCCO2)S(=O)(=O)c1ccccc1)Nc1ccc2c(c1)OCO2	14.5	0.461	1.1	4.0%	-0.0195	35.7	0.8	13.6	19.5
CCN1C(=O)c2cccc3c(NC(=O)c4ccc5c(c4)OCCO5)ccc1c23	17.7	0.0359	1.01	3.0%	8.95*	45.6	0.9	8.6	-17.9
COc1cc(OC)c(NC(=O)CCc2nc(-c3cccs3)no2)cc1Cl	-9.1	1.08	1.14	6.0%	0.0175	-21.9	0.9	8.3	32.1
Cc1cccc(-n2c(Cc3cc(=O)[nH]c(=O)[nH]3)nnc2SCC(=O)N2CCCCC2)c1	-7.2	-0.865	1.04	7.0%	0.939	-5.9	0.9	-0.9	-11.4

Record cards (already shown). Order of screens: RORA act | M1 antagonist | Autofluor 339 | NADH enzymes | M1 ag | SF1 activator | TNAP act DEA | E coli RNAP | tolC growth inh
Listed for COc1ccc(/C(O)=C2/C(=O)C(=O)N(CCN(C)C)C2c2ccc(OC)c(OC)c2)c(C)c1 (stereo not drawn) → 8.9 | 0.142 | 0.97 | 9.0% | -0.394 | 8.9 | 0.9 | -1.7 | -9.4
Listed for O=C1CC(c2cccnc2)c2cc3c(cc2N1)OCCO3 (stereo not drawn) → 13.6 | 0.0503 | 1.07 | 3.0% | -0.721 | 1.5 | 0.9 | -1.2 | -6.7
Listed for OCC#CCSc1nnc(-c2ccc(Br)cc2)o1 → -9.7 | -0.866 | 1.13 | 7.0% | -2.08 | 21.1 | 1 | 39.7* | -0.2
Listed for CCN(CC)C(=O)Cc1cc(C(=O)O)c2ccccc2n1 → -18.4 | -0.164 | 1.12 | 1.0% | -0.914 | -6.6 | 0.9 | 10.9 | -7.2
Listed for CCCc1cc(=O)[nH]c(Nc2cc(OC)ccc2OC)n1 → 14.9 | -0.0418 | 1 | 6.0% | 0.502 | 5.2 | 0.9 | 4.9 | 20.3

(continued)
SMILES	RORA act	M1 antagonist	Autofluor 339	NADH enzymes	M1 ag	SF1 activator	TNAP act DEA	E coli RNAP	tolC growth inh
N#Cc1c(N)nc(N2CCCC2)c(C#N)c1-c1ccc(Cl)cc1	15.0	nt	1.09	4.0%	nt	-5.5	1	-2.9	-14.0
CCOC(=O)CNS(=O)(=O)c1ccc(C(=O)O)cc1	1.2	0.251	1.06	8.0%	-0.0168	24.1	1	5.7	-17.0
CNC(=O)CSc1nnc(COc2ccc(Cl)cc2)n1CCOC	-24.8	0.548	1.02	5.0%	0.0322	-8.2	0.9	5.5	-16.6
Cn1nnnc1SCC(=O)c1cccs1	1.0	-2.09	1.1	6.0%	-0.739	14.8	1	-1.1	-9.7
COc1cc(C(=O)NCc2nnc(SCC(=O)Nc3cccc(C)c3)o2)cc(OC)c1OC	-16.5	nt	1.09	4.0%	nt	5.4	1	7.1	-4.5
OCc1cc(CO)c(O)c(CCc2ccccc2)n1	-0.3	0.873	1.92	2.0%[fluoresces]	0.631	-1.0	1	0.3	-12.2
O=C(O)CC(C(=O)OC1CCCCC1)N1CCOCC1 (stereo not drawn)	-8.2	1.07	1.09	6.0%	-0.34	-5.3	1	4.5	-5.3
O=C(CSc1nnc(-c2ccc(OC(F)F)cc2)o1)N1CCOCC1	-1.5	0.0371	1.09	3.0%	-0.147	28.9	1	3.2	-8.2
COc1cc2cc(C(c3nnnn3C3CCCC3)N3CCCCCC3)c(=O)[nH]c2cc1OC (stereo not drawn)	-9.8	0.0273	1.56	4.0%	-0.347	-7.3	0.9	4.8	25.7
CCOCCCNC(=O)C1CCN(c2cc(C)nc3c(-c4ccc(OC)c(OC)c4)c(C)nn23)CC1	0.8	1.43	1.03	3.0%	1.11	13.3	0.9	6.4	0.7
CC(C)CCn1c(Sc2nc3ccccc3s2)nc2c1c(=O)[nH]c(=O)n2C	-16.3	0.0496	1.1	9.0%	1.37	-11.9	0.9	nt	12.3
